TRPC4 PAM: allosteric potentiators of mouse TRPC4 channel. B-score at 10 µM. AID 2227. HEK293 TRPC4beta/mu-opioid, DAMGO EC20, Fluo-4 Ca2+ flux; stronger effect = higher value. actives 0.42% (n = 310,000);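 active means B-score of calcium response area above 5 SD of library B-scores, with initial fluorescence ratio within 5 SD of library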;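 further: B-score of integrated fluorescence ratio over time as area under calcium response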
HIF activator: HIF pathway transcriptional activation. actives 0.32% (n = 300,000). activation, % at 7.5 µM (by protocol). U2OS HRE-luciferase reporter, luminescence; normalized: DMSO 0%, desferrioxamine 100%;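 active means mean activation of at least 10% of the iron chelator positive control signal, with at least half of replicates also reaching 10%; inconclusive means mean and replicate majority disagree about reaching 10%; inactive means mean and most replicates under 10%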
TRPC6 inhibitor: mouse TRPC6 channel inhibition; actives 1.1% (n = 310,000); Q61143; B-score at 10 µM; HEK293-TRPC6, membrane potential dye, ACh-evoked depolarization; stronger effect = lower value;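 active means B-score under library mean minus 3 SD, initial fluorescence not abnormally high, positive integrated signal ratio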;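 further: B-score derived from integrated fluorescence ratio over the kinetic read; more negative B-score means stronger inhibition of depolarization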
TRPC6 act: activates the mouse TRPC6 cation channel; Q61143; HEK293-TRPC6 membrane potential dye fluorescence; stronger effect = higher value; B-score at 10 µM; actives 0.13% (n = 310,000); AID 2550;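 active means B-score of the integrated fluorescence ratio above library mean plus 3 SD, and starting fluorescence ratio within library mean plus 5 SD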;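 further: higher score means more depolarization so channel activation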
MrgX1 PAM: human MrgX1 positive allosteric modulation, primary screen | Q96LB2 | MrgX1-HEK293, Fluo-4 calcium flux, FDSS; stronger effect = higher value | B-score at 10 µM | AID 588675 | actives 0.63% (n = 310,000);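 active means plate-corrected calcium response at least 3 library SD above typical, normal starting fluorescence, not activating the receptor alone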;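 further: compound read alongside a low EC10 to EC30 dose of BAM8-22 agonist; peak minus trough fluorescence over baseline measured at the second addition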
Target sequence (Q96LB2 whole entry, looked up): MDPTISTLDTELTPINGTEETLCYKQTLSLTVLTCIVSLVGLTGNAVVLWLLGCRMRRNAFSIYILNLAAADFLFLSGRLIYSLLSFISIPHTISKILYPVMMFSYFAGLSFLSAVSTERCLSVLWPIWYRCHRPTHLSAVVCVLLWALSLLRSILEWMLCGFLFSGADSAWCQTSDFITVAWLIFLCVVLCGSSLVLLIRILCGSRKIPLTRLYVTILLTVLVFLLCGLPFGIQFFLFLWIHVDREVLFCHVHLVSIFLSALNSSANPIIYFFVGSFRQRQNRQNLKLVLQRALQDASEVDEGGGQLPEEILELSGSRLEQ
TRPC4 act: opens the mouse TRPC4 cation channel; actives 0.49% (n = 310,000); B-score at 10 µM; Q9QUQ5; HEK293 TRPC4beta/mu-opioid, Fluo4 calcium fluorescence; stronger effect = higher value;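 active means B-score above 5 SD of library B-scores, and initial fluorescence ratio not above library mean plus 5 SD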;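 further: positive B-score marks a calcium rise read as TRPC4 activation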
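Technique: kinetic Fluo4 calcium fluorescence; Test system: TRPC4beta and mu-opioid receptor HEK293 stable cells; Measure: B-scored integrated calcium fluorescence ratio; Benchmarks: low control buffer alone, high control maximal DAMGO; Schedule: 45 min room-temperature Fluo4 loading, 110 s read.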
TRPC4 inh: blocks the mouse TRPC4 cation channel; HEK293 TRPC4beta/mu-opioid, DAMGO-evoked Fluo4 calcium flux; stronger effect = lower value; B-score at 10 µM; actives 0.39% (n = 300,000); AID 2247; Q9QUQ5;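 active means B-score over 3 SD under the library average, no early fluorescence shift, positive overall ratio signal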
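Signal: kinetic Fluo4 fluorescence imaging of calcium influx. Material: stable TRPC4beta/mu-opioid receptor HEK293 cells. Probe or stimulus: DAMGO in two steps, submaximal then maximal.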
MrgX1 ag: activates human MrgX1 receptor signaling | MrgX1-HEK293 cells, Fluo-4 calcium fluorescence, agonist mode; stronger effect = higher value | B-score at 10 µM | actives 0.44% (n = 310,000);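 active means calcium response B-score plate-corrected fluorescence ratio at least 3 library SD, with starting fluorescence B-score inside 5 SD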
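System: HEK293 cells stably expressing human MrgX1 receptor; Dosing: test compound in the initial addition of three; Schedule: overnight plating, then 30 min 37 °C plus 30 min room-temperature dye loading; Detection: kinetic calcium dye fluorescence, Fluo-4 NW; Controls: per-plate positive and negative controls for Z′ factor.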
AI-2 QS mod: modulators of Vibrio harveyi AI-2 quorum sensing system. Vibrio harveyi JMH597 AI-2 luminescence/OD600 ratio, 9 h; stronger effect = lower value; strain lacks LuxN and CqsS sensors; 0 = neutral-control median. activity change, % at 7.5 µM. actives 0.4% (n = 300,000). AID 2094; in the data active means activity change below about -75%, passing the limit was not always enough; inconclusive means no clear call, values can overlap the other calls;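 further: luminescence divided by OD600 gain over 9 h not by final OD600 alone; inactives centre near 13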
MrgX1 antag: antagonists of human MrgX1 receptor | MRGX1-HEK293 calcium flux, Fluo-4, BAM8-22 antagonism; stronger effect = lower value | B-score at 10 µM | actives 1.3% (n = 310,000);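 active means calcium-response B-score plate-corrected more than 3 library SD below zero, starting fluorescence within 5 deviations, no agonist response on first addition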;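 further: peak minus trough fluorescence over baseline after final BAM8-22 challenge near maximal dose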
PolyA inh: inhibitors of polyadenylation in S. cerevisiae; calls only at 12 µM; AID 1875; S. cerevisiae SKY197-pL101 polyadenylation reporter, beta-gal luminescence; efflux-impaired pdr1/pdr3 knockout yeast; score 100 = 6 SD above DMSO; actives 0.02% (n = 300,000);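 active means lowest replicate activity score at least 50, where 100 means six control SD above control mean; inconclusive means lowest score under 50 but half or more replicates reach 50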;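 further: yeast exposed to compound for 9 h at 30 °C; higher score means more reporter readthrough which indicates perturbed polyadenylation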
* marks the source's active call; other numbers are inactive results; i = inactive; ? = inconclusive; nt = no result given.

Values run as follows: TRPC4 PAM, HIF activator, TRPC6 inhibitor, TRPC6 act, MrgX1 PAM, TRPC4 act, TRPC4 inh, MrgX1 ag, AI-2 QS mod, MrgX1 antag, PolyA inh
COc1ccccc1C1CC(c2ccco2)=NN1c1ccccc1 (stereo not drawn)
→ i, 0.8, i, i, i, i, i, i, 0, i, i
COc1cc(N)c(Cl)cc1C(=O)OCC(=O)c1ccc2c(c1)NC(=O)CO2
→ i, 0.1, i, i, i, i, i, i, 2, i, i
Cc1cc(C)nc(NC2=NCC(=O)N2c2ccccc2Br)n1
→ i, 0.1, i, i, i, i, i, i, 17, i, i
O=C(Nc1ccc(OC(F)(F)F)cc1)Nc1cccc([N+](=O)[O-])c1
→ i, 3.1, i, i, i, i, i, i, ?, -6.6*, i
O=c1oc2ccccc2cc1-c1nnc(NCc2ccco2)s1
→ i, 4.3, i, i, i, i, i, i, 37, i, i
CNc1oc(/C=C/c2cccc(OC)c2)nc1C#N
→ i, 1.2, i, i, i, i, i, i, 9, i, i
CSc1nc2c(c(C(F)(F)F)n1)CC(C)CC2 (stereo not drawn)
→ i, -0.1, i, i, i, i, i, i, 9, i, i
Cn1c(NC(=O)c2ccc(Cl)cc2Cl)cc(=O)n(C)c1=O
→ i, 0.5, i, i, i, i, i, i, 17, i, i
O=C(NC1=NCCS1)c1ccccc1F
→ i, 0.7, i, i, i, i, i, i, 25, i, i
COCCNC(=O)C(c1ccc(C)cc1)N(C(=O)C(=O)NC1CCCC1)c1ccc2c(c1)OCCO2 (stereo not drawn)
→ i, -0.4, i, i, i, i, i, i, 15, i, nt
Oc1ccc(Br)cc1-c1nc2cnccn2c1NC1CCCCC1
→ i, 1.1, i, i, i, i, i, i, 11, i, i
Cc1c(Br)c(C(F)(F)F)nn1CC(=O)NCc1ccccc1
→ i, 0.2, i, i, i, i, i, i, 21, i, i
Cc1ccc(CN2C(=O)C(Cc3ccccc3)Nc3ncnc(N4CCCCC4)c32)cc1 (stereo not drawn)
→ i, -0.2, i, i, i, i, i, i, 19, i, i
CCN(CC)CCn1c2c(c(SCC(=O)Nc3nc(C)cs3)nc1=O)CCC2
→ i, -0.3, i, i, i, i, i, i, 31, i, i
CCCOc1ccc(CCC(=O)O)cc1
→ i, -0.6, i, i, i, i, i, i, 28, i, i
O=C(CCCN1C(=O)/C(=C/c2cccs2)SC1=S)Nc1cccc(C(=O)O)c1
→ i, 0.0, i, i, i, i, i, i, 23, i, i
Cc1occc1C(=O)NNC(=O)C(c1ccccc1)c1ccccc1
→ i, -0.4, i, i, i, i, i, i, -2, i, i
COc1ccc(CC(=O)Nc2ccc(S(=O)(=O)Nc3cc(C)on3)cc2)cc1
→ i, -0.4, i, i, i, i, i, i, -92*, i, i
c1ccc2c(c1)Cn1nc(Cc3nc4c(s3)CCCC4)nc1-2
→ i, 1.1, i, i, i, i, i, i, 9, i, i
Cc1ccc2nc(-c3ccc(Br)cc3)cn2c1
→ i, -2.5, i, i, i, i, i, i, 8, i, i
Cc1ccccc1NC(=O)COC(=O)Cc1cccc(C(F)(F)F)c1
→ i, -0.3, i, i, i, i, i, i, 9, i, i
COc1ccccc1-c1ccc(SCc2ccccc2F)nn1
→ i, 3.5, i, i, i, i, i, i, 25, i, i
OCc1nc2ccccc2n1CC(O)Cn1ccc2ccccc21 (stereo not drawn)
→ i, -0.4, i, i, i, i, i, i, 13, i, i
Cc1cc(C)n(CC(=O)NNC(=O)c2cccc(C(F)(F)F)c2)n1
→ i, 0.0, i, i, i, i, i, i, 10, i, i
COc1ccccc1NC(=S)N1CCC(c2nc3ccccc3o2)CC1
→ i, -0.3, i, i, i, i, i, i, 12, i, i
O=C(Nc1cccc(C(F)(F)F)c1)c1ccc2nc(N3C(=O)CCC3=O)sc2c1
→ i, 0.4, i, i, i, i, i, i, 25, i, i
O=C(Cc1ccccc1)N[C@@H](Cc1ccc(O)cc1)C(=O)O
→ i, -1.4, i, i, nt, i, i, nt, 25, nt, i
CCOc1ccc(N(CC(=O)NC2CC3CCC2C3)S(=O)(=O)c2ccc(C)cc2)cc1 (stereo not drawn)
→ i, -0.6, i, i, i, i, i, i, 25, i, i
Cc1cc(N2CCOCC2)n2nc(C)c(-c3ccccc3Cl)c2n1
→ i, -57, i, i, i, i, i, i, 12, i, i
NC(=O)c1cccc(NC(=O)Nc2ccc(Cl)cc2)c1
→ i, 1.7, i, i, i, i, i, i, nt, i, i
O=C(NCc1nc(-c2ccc(Cl)cc2)no1)c1ccc2c(c1)OCO2
→ i, 0.0, i, i, i, i, i, i, -7, i, i
Cc1ccc(C)c(C(=O)C(C)Sc2nc3nn(-c4ccccc4)c(=O)c-3c3n2CCCCC3)c1 (stereo not drawn)
→ i, -0.2, i, i, i, i, i, i, 8, i, i
CCn1c2ccccc2c2cc(NC(=O)COC(=O)Cc3cn4ccsc4n3)ccc21
→ i, -0.3, i, i, nt, i, i, nt, 75, nt, i
CCCC(=O)OCC(=O)NC1CCCc2ccccc21 (stereo not drawn)
→ i, -0.2, i, i, i, i, i, i, 32, i, i
CS(=O)(=O)N(CC(=O)NCCSCc1c(F)cccc1Cl)c1cccc([N+](=O)[O-])c1
→ i, -0.4, i, i, i, i, i, i, 8, i, i
Cc1ccc(/C=N/N2C(=O)c3ccccc3NC2c2ccc(C)cc2)cc1 (stereo not drawn)
→ i, 1.5, i, i, i, i, i, i, 0, i, i
CS(=O)(=O)N1CCC(Oc2ccccc2C(=O)N2CCN(CC3CC3)CC2)CC1
→ i, -0.8, i, i, i, i, i, i, 17, i, i
COc1cc2c(cc1OC)/C(=C/C#N)NC(C)(C)C2
→ i, 0.6, i, i, i, i, i, i, 4, i, i
Cc1cc2c(cc1C)/C(=C\C(N)=O)NC(C)(C)C2
→ i, 0.4, i, i, i, i, i, i, 6, i, i
Cc1cc(Cl)ccc1NC(=S)N1CCN(C(=O)C2CCCO2)CC1 (stereo not drawn)
→ i, -0.4, i, i, i, i, i, i, -3, i, i
COc1ccc(C(=O)OCC(=O)C(C)(C)C)cc1S(=O)(=O)N(C)CCc1cccnc1
→ i, -0.2, i, i, i, i, i, i, 1, i, i
CCOc1cc(/C=N/NC(=O)c2ccncc2)ccc1OC(=O)c1ccco1
→ i, -0.4, i, i, i, i, i, i, 23, i, nt
CCOC(=O)Cc1csc(NC(=S)NC(=O)c2ccccc2)n1
→ i, -0.6, i, i, i, i, i, i, -3, i, i
O=Cc1cc([N+](=O)[O-])ccc1N1CCN(Cc2ccc3c(c2)OCO3)CC1
→ i, -0.1, i, i, i, i, i, i, 2, i, i
COc1ccc(/C=C/C(=O)c2cc3c(cc2N)OCO3)cc1
→ i, 5.6, i, i, i, i, i, i, -51, i, i
C/C(=N/Oc1nc(C)cc(C)n1)c1ccc(Cl)cc1Cl
→ i, -0.2, i, i, i, i, i, i, 3, i, i
CCCCCn1c(=S)[nH]c2cc(C(=O)N3CCCC3)ccc2c1=O
→ i, -0.5, i, i, i, i, i, i, 20, i, i
CCN(CC)C(=O)c1ccc2c(c1)N(Cc1ccccc1)C(=O)CS2=O (stereo not drawn)
→ i, 0.3, i, i, i, i, i, i, 16, i, i
O=C1CSC(c2ccccc2[N+](=O)[O-])N1c1ccccc1 (stereo not drawn)
→ i, -0.2, i, i, i, i, i, i, 10, i, i
Cc1ccc(S(=O)(=O)c2c(C(=O)c3ccccc3)cnc3cc4c(cc23)OCCO4)cc1
→ 18*, -0.1, i, i, i, i, i, i, 2, i, i
Cc1cccc2nc(-c3ccccc3)nc(N[C@@H](CO)c3ccccc3)c12
→ i, -1.3, i, i, i, i, i, i, -3, i, i
Cn1nc(-c2ccc(Cl)cc2)c2cc(C(=O)N3CCN(c4ccccn4)CC3)sc21
→ i, nt, i, i, i, i, i, i, 13, i, i
O=[N+]([O-])c1ccc(-c2ccc(/C=N/Nc3nc(N4CCCCC4)nc(N4CCCCC4)n3)o2)cc1
→ i, -0.5, i, i, nt, i, i, nt, 3, nt, i
Clc1ccc(/C=N/Nc2nnc(-c3ncc[nH]3)c3ccccc23)cc1
→ i, 4.8, i, i, i, i, i, i, 8, i, i
CCCc1nc(SCc2ccccn2)c2c(=O)n(C)c(=O)n(C)c2n1
→ i, 0.5, i, i, i, i, i, i, -15, i, i
O=C(NCCc1ccccc1)C1c2ccccc2C(=O)N1C1CC1 (stereo not drawn)
→ i, 0.4, i, i, i, i, i, i, 14, i, i
COc1cc2c(C(=O)N3CCN(Cc4ccc5c(c4)OCO5)CC3)cn(C)c(=O)c2cc1OC
→ i, 0.1, i, i, i, i, i, i, 8, i, i
CCCc1ccc(C(=O)O/N=C(\N)c2ccccn2)cc1
→ i, -3.8, i, i, i, i, i, i, -10, i, i
O=C(NCN1CCN(CCO)CC1)c1cnccn1
→ i, -0.1, i, i, i, i, i, i, 12, i, i
Clc1ccc(CSc2snnc2-c2ccccc2)c(Cl)c1
→ i, 2.0, i, i, i, i, i, i, 40, i, i

Next section.
Values run as follows: TRPC4 PAM, HIF activator, TRPC6 inhibitor, TRPC6 act, MrgX1 PAM, TRPC4 act, TRPC4 inh, MrgX1 ag, AI-2 QS mod, MrgX1 antag, PolyA inh
Cc1cnc(C(=O)N2CCc3c([nH]c4ccccc34)C2c2ccc(F)cc2)cn1 (stereo not drawn)
→ i, 0.3, i, i, i, i, i, i, 19, i, i
CCOC(=O)C1(Cc2cccc(OC)c2)CCN(Cc2cccn2-c2ccccn2)CC1
→ i, -0.2, i, i, i, i, i, i, 13, i, i
Cc1nc2c(ncn2-c2ccccc2)c(=O)n1NC(=O)CN1CCCCC1
→ i, 0.3, i, i, i, i, i, i, 6, i, i
Cn1c(=O)c2c(nc(SCC(=O)NC3CCCC3)n2C)n(C)c1=O
→ i, 0.2, i, i, i, i, i, i, 9, i, i
Cc1ccc(SC(C)C(=O)Nc2cccnc2)cc1 (stereo not drawn)
→ i, 0.0, i, i, i, i, i, i, 23, i, i
Nc1nc(CN2CCN(c3ccccn3)CC2)nc(Nc2ccc(Cl)cc2)n1
→ i, 0.2, i, i, i, i, i, i, 7, i, i

The list is partial, so the mix of outcomes need not match the whole.
